Compound activity as filed in PubChem BioAssay.
MEKK2mut PB1 HTS = MEK5 binding signal on mutant MEKK2 PB1, primary screen, biochemical, multiplex bead flow cytometry, Alexa488-MEK5 | Alexa488-MEK5 binding to MEKK2 mutant | percent response, % at 10 µM | 0.35% of 290,000 active | AID 1530, 2009; in the data active means percent response above about 24%, passing the limit was not always enough; further: inactives centre near 1; some results filed as inactive read as strong as hits
OXTR agonist = human OXTR agonists, primary screen, fluorescence, CHO-OTR cells, Fluo-8 calcium. Fluo-8 calcium fluorescence; normalized: DMSO 0%, oxytocin 100%. activation, % at 3 µM. 0.32% of 320,000 active. AID 2435, 2010;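 active means activation above the mean of all tested compounds plus 3 SD, cutoff set per screening run, cut at about 20% in these data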;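 further: peak over basal fluorescence ratio from a 100 s FLIPR kinetic read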
OXTR potentiate = human OXTR potentiators, primary screen, fluorescence, CHO-OTR cells, Fluo-8 calcium. Oxytocin receptor (Homo sapiens), P30559. Fluo-8 calcium fluorescence, potentiator mode; 0% = oxytocin EC15, 100% = EC100. activation, % at 3 µM. 0.061% of 320,000 active. AID 2445, 2010;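 active means activation above that plate's cutoff, the mean activation of tested compounds plus 3 SD, cut at about 6.6% in these data, passing the limit was not always enough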;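 further: 100% uses oxytocin at 75 nM as the full agonist control; some results filed as inactive read as strong as hits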
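Dosing: Single dose, 3.0 µM nominal final compound concentration | Material: Human OTR in CHO cells | Technique: Kinetic Fluo-8 calcium fluorescence | Benchmarks: EC15 oxytocin alone as 0%, 75 nM oxytocin as 100% | Probe or stimulus: Oxytocin at about EC15, sub-maximal agonist stimulus | Incubation: Compound 6 min at room temperature before oxytocin, 100 s read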
NALP1 yeast inh = NALP1 inflammasome inhibitors in reconstituted yeast, colorimetric, S. cerevisiae, triplicate retest | S. cerevisiae NALP1/ASC/caspase-1 growth, X-gal OD620, 72 h | 0.61% of 280,000 active | inhibition, % at 10 µM | AID 2071, 2009; in the data active means inhibition mostly above about 24%, no sharp cut-off; inactive means mostly below about 32%; further: some compounds called inactive have numbers as strong as hits
GPR7 antag = GPR7 receptor antagonists, primary screen, cell-based, fluorescence, single concentration; Neuropeptides B/W receptor type 1 (Homo sapiens), P48145; GPR7-expressing cells, fluorescence antagonist assay; inhibition, % at 4.4 µM; 1.1% of 290,000 active; AID 1861, 2009; in the data active means inhibition above about 16%, passing the limit was not always enough;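 further: cells stimulated with the agonist NPW; 0% = agonist with vehicle and 100% = vehicle without agonist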
Target sequence (P48145 whole entry, looked up): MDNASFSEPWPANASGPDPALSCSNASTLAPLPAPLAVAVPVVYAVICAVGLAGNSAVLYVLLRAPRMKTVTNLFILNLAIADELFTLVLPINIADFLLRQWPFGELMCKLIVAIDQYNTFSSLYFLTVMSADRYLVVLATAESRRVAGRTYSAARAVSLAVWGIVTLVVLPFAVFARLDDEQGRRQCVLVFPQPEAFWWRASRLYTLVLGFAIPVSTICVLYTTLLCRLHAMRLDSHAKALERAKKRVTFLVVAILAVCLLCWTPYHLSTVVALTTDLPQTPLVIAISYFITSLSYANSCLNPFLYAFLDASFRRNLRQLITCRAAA
MEKK2 WT-MEK5 = modulators of MEK5 binding to wildtype MEKK2, primary screen, biochemical, multiplex bead flow cytometry, Alexa488-MEK5 | Alexa488-MEK5 binding to MEKK2 WT; actives lie on both sides | 1.1% of 290,000 active | binding response (% of control), % at 10 µM; in the data active means binding response below about 67% or above about 130%
GalR3 antag = GalR3 antagonists in HEK293 cells, primary screen, cell-based, fluorescence readout | Galanin receptor type 3 (Homo sapiens), O60755 | inhibition, % at 3 µM | HEK293 GalR3-CNG cAMP membrane potential fluorescence; galR3 body fused to GalR1 C-terminus | 0.44% of 360,000 active;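 active means inhibition above the screen-wide average plus 3 SD, cut at about 13% in these data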;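 further: forskolin and galanin both at EC90 stimulate the cells; cAMP rise reported by CNG channel membrane potential dye signal; 0% = forskolin plus galanin with DMSO and 100% = forskolin alone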
Target sequence (O60755 1-299 limits assumed): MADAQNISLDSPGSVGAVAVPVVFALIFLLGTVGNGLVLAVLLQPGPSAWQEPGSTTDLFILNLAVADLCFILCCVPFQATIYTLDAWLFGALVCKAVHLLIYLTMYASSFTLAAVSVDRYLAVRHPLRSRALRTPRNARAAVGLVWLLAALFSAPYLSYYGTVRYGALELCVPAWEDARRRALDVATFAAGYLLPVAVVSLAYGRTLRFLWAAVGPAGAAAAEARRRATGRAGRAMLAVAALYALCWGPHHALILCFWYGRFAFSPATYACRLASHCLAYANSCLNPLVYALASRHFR
V1aR counter = agonists of human V1a receptor, primary screen, counter-screen for OXTR agonist project, fluorescence, CHO-V1R cells. Vasopressin V1a receptor (Homo sapiens), P37288. Fluo-8 calcium fluorescence, agonist mode; 0% DMSO, 100% 3 nM vasopressin. activation, % at 3 µM. 0.25% of 320,000 active. AID 2797, 2010;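 active means activation above the mean activation of all tested compounds plus 3 SD, per screening run, cut at about 20% in these data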;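 further: signal is peak over basal fluorescence ratio across a 100 second FLIPR read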
Target sequence (P37288 whole entry, looked up): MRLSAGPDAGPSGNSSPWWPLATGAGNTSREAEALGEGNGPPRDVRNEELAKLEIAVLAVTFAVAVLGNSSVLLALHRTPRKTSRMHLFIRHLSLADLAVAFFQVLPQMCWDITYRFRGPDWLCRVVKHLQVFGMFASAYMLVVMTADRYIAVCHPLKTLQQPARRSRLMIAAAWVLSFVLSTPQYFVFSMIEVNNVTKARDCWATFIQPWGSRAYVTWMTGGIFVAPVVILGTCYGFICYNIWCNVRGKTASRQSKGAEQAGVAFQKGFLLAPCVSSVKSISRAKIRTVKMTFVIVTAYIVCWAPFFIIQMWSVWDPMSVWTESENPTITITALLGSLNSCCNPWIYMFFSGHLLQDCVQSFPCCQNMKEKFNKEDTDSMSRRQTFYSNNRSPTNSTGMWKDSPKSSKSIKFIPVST
M18AAP inhibitor = PfM18AAP inhibitors, malaria aminopeptidase, primary screen, biochemical, QFRET, recombinant enzyme; M18 aspartyl aminopeptidase (Plasmodium falciparum 3D7); H-Glu-NHMec fluorogenic cleavage; inhibition, % at 7.35 µM; 1.2% of 290,000 active; AID 1822, 2009;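 active means inhibition above the campaign mean inhibition over all tested compounds plus 3 SD, cut at about 28% in these data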;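 further: 0% = plate median of test compound wells and 100% = 2 mM ZnCl2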
Starred values were filed as active, the others as inactive; [ ] = another dose, or the depositor's remark.

Cc1cnccc1CN(C)Cc1cn(C)nc1-c1ccc(Oc2ccccc2)cc1 was read as MEKK2mut PB1 HTS -9, OXTR agonist -0.6, OXTR potentiate -9, NALP1 yeast inh -4, GPR7 antag -3, MEKK2 WT-MEK5 96, GalR3 antag -3, V1aR counter 0.3 and M18AAP inhibitor -2.
O=C(CCOc1ccccc1)NNC(=O)c1ccccc1 was read as OXTR agonist 1.5, OXTR potentiate 6, GalR3 antag -7 and V1aR counter 1.3.
`COc1ccc(CN2CCNC(=O)C2CC(=O)NC2CCCC2)c(C)c1C` (configuration not stated) gave MEKK2mut PB1 HTS 15, OXTR agonist 0.7, OXTR potentiate -3, NALP1 yeast inh 8, GPR7 antag 6, MEKK2 WT-MEK5 117, GalR3 antag -7, V1aR counter 0.0 and M18AAP inhibitor 4.
FC(F)(F)c1cnc(N2CCC(=NOCc3ccc(Cl)cc3)CC2)c(Cl)c1 was read as MEKK2mut PB1 HTS 5, OXTR agonist 0.3, OXTR potentiate -4, NALP1 yeast inh 11, GPR7 antag 1, MEKK2 WT-MEK5 115, GalR3 antag -3, V1aR counter 0.5 and M18AAP inhibitor 8.
Cc1nc(S(=O)(=O)c2ccc(Cl)cc2)c(NCc2ccccc2)o1 was read as MEKK2mut PB1 HTS 4, OXTR agonist 0.6, OXTR potentiate -9, NALP1 yeast inh -1, GPR7 antag 5, MEKK2 WT-MEK5 110, GalR3 antag -7, V1aR counter 0.3 and M18AAP inhibitor 5.
`CC(=O)Nc1ccc(SCC(=O)N(CCC#N)c2cc(C)cc(C)c2)cc1` gave MEKK2mut PB1 HTS -1, OXTR agonist 0.5, OXTR potentiate -13, NALP1 yeast inh 11, GPR7 antag -1, MEKK2 WT-MEK5 97, GalR3 antag -2, V1aR counter 6.3 and M18AAP inhibitor -8.
CCc1ccc(NC(=O)CCc2nc3ccccc3[nH]2)cc1 was read as MEKK2mut PB1 HTS -3, OXTR agonist 0.4, OXTR potentiate -7, NALP1 yeast inh 20, GPR7 antag -6, MEKK2 WT-MEK5 95, GalR3 antag -5, V1aR counter -0.1 and M18AAP inhibitor 0.
`Cc1ccc(/C=C/C(=O)Nc2cccc(S(=O)(=O)N3CCOCC3)c2)o1` gave MEKK2mut PB1 HTS 8, OXTR agonist -0.4, OXTR potentiate -3, NALP1 yeast inh -8, GPR7 antag -8, MEKK2 WT-MEK5 118, GalR3 antag 0, V1aR counter -0.3 and M18AAP inhibitor -18.
O=C(NN=C1C2CC3CC(C2)CC1C3)c1ccccc1O was read as MEKK2mut PB1 HTS 6, OXTR agonist 2.5, OXTR potentiate 8, NALP1 yeast inh -19, GPR7 antag -15, MEKK2 WT-MEK5 109, GalR3 antag -4, V1aR counter 0.9 and M18AAP inhibitor 6.
`COc1cccc(/C=N/Nc2ncccc2[N+](=O)[O-])c1OC` gave MEKK2mut PB1 HTS 6, OXTR agonist -2.9, OXTR potentiate -5, NALP1 yeast inh 16, GPR7 antag -8, MEKK2 WT-MEK5 100, GalR3 antag -2, V1aR counter -0.8 and M18AAP inhibitor 11.
`COc1ccc(CNC(=O)c2cc3cccc(O)c3oc2=N)cc1` gave MEKK2mut PB1 HTS 8, OXTR agonist -0.8, OXTR potentiate -9, NALP1 yeast inh 11, GPR7 antag -8, MEKK2 WT-MEK5 111, GalR3 antag -2, V1aR counter -0.6 and M18AAP inhibitor 29*.
Screening CCc1cc(C(=O)N(CCCOC)c2c(N)n(Cc3ccccc3)c(=O)[nH]c2=O)sc1C returned OXTR agonist -0.1, OXTR potentiate 2, GalR3 antag -4 and V1aR counter -0.3.
CCOC(=O)Cc1csc(NC(=O)CSc2nnc(-c3ccc(NS(=O)(=O)CC)cc3)o2)n1 was read as MEKK2mut PB1 HTS 3, OXTR agonist -0.2, OXTR potentiate -4, GPR7 antag 3, MEKK2 WT-MEK5 105, GalR3 antag -6, V1aR counter 0.6 and M18AAP inhibitor 39*.
`Cc1ccc(CCC(=O)Nc2ccccc2C(=O)O)o1` gave MEKK2mut PB1 HTS 8, OXTR agonist -0.7, OXTR potentiate -4, NALP1 yeast inh -3, GPR7 antag -3, MEKK2 WT-MEK5 107, GalR3 antag -5, V1aR counter 0.0 and M18AAP inhibitor -11.
`O=C(COC(=O)c1ccc(F)cc1)NCc1ccc(F)cc1` gave OXTR agonist -0.7, OXTR potentiate -4, GalR3 antag -3 and V1aR counter -0.1.
For COc1ccc(N2CCN(C(=O)C34CCC(C)(C(=O)C3)C4(C)C)CC2)cc1 (configuration not stated) the results were MEKK2mut PB1 HTS 0, OXTR agonist -0.5, OXTR potentiate 3, NALP1 yeast inh 6, GPR7 antag -12, MEKK2 WT-MEK5 100, GalR3 antag -1, V1aR counter 1.1 and M18AAP inhibitor 0.
Screening O=C(Nc1ccccc1)C1=C[C@H](C2CCCCC2)C[C@H](OCCCCO)O1 returned MEKK2mut PB1 HTS -2, OXTR agonist -1.2, OXTR potentiate -6, MEKK2 WT-MEK5 96, GalR3 antag -5 and V1aR counter 0.0.
Screening CCOC(=O)Cn1c(-c2cccnc2)nc(-c2ccccc2)c1-c1ccccc1 returned MEKK2mut PB1 HTS 5, NALP1 yeast inh 8, GPR7 antag -8, MEKK2 WT-MEK5 104, GalR3 antag -2 and M18AAP inhibitor -3.
Cc1cccc(N2Cc3ccc(Br)cc3C2)c1 was read as OXTR agonist -1.9, OXTR potentiate -8, GalR3 antag -3 and V1aR counter -1.7.
For Cc1cccc(N2CC(C(=O)O)CC2=O)c1C (configuration not stated) the results were MEKK2mut PB1 HTS 16, OXTR agonist 0.3, OXTR potentiate -5, GPR7 antag -2, MEKK2 WT-MEK5 95, GalR3 antag -1, V1aR counter 0.0 and M18AAP inhibitor -12.
Screening CCCN1CCCC[C@H]1C(=O)Nc1c(C)cccc1C returned MEKK2mut PB1 HTS -1, OXTR agonist -1.6, OXTR potentiate -10, MEKK2 WT-MEK5 101 and V1aR counter -0.6.
`CN(C(=O)CSC1=Nc2ccccc2C2=NC(c3ccccc3)C(=O)N12)C1CCCCC1` (configuration not stated) gave MEKK2mut PB1 HTS 3, OXTR agonist -2.4, OXTR potentiate -6, NALP1 yeast inh 29, GPR7 antag 4, MEKK2 WT-MEK5 98, GalR3 antag -1, V1aR counter -1.2 and M18AAP inhibitor 17.
For CCOc1ccc(Br)cc1S(=O)(=O)NC(=O)c1ccccc1 the results were MEKK2mut PB1 HTS 5, OXTR agonist 1.5, OXTR potentiate -14, NALP1 yeast inh -2, GPR7 antag -7, MEKK2 WT-MEK5 103, GalR3 antag -3, V1aR counter 1.1 and M18AAP inhibitor 3.
O=S(=O)(c1ccc(F)cc1)N1CCN(S(=O)(=O)c2cc(F)ccc2F)CC1 was read as MEKK2mut PB1 HTS 3, OXTR agonist 0.6, OXTR potentiate -1, NALP1 yeast inh -22, GPR7 antag -9, MEKK2 WT-MEK5 108, GalR3 antag -8, V1aR counter 0.1 and M18AAP inhibitor 2.
CC(=O)Nc1nnc(COc2ccc(Cl)cc2)s1 was read as MEKK2mut PB1 HTS -7, OXTR agonist 4.0, OXTR potentiate 6, NALP1 yeast inh 18, GPR7 antag -8, MEKK2 WT-MEK5 96, GalR3 antag -8, V1aR counter 3.0 and M18AAP inhibitor 2.
O=S(=O)(NCCCO)c1ccc2c(c1)Cc1cc(S(=O)(=O)NCCCO)ccc1-2 was read as MEKK2mut PB1 HTS 9, OXTR agonist 0.6, OXTR potentiate -7, NALP1 yeast inh 0, GPR7 antag 12, MEKK2 WT-MEK5 103, GalR3 antag 1, V1aR counter 0.2 and M18AAP inhibitor -3.
For Cc1c(C(=O)Nc2ccc(-c3nnc4n3CCCCC4)cc2)oc2ccc(Br)cc12 the results were MEKK2mut PB1 HTS 4, OXTR agonist -0.2, OXTR potentiate -7, NALP1 yeast inh 16, GPR7 antag -5, MEKK2 WT-MEK5 1.0*[inhibitor], GalR3 antag -9, V1aR counter 0.6 and M18AAP inhibitor 4.
O=C(COc1ccc(Cl)cc1Br)OCC(=O)c1ccc[nH]1 was read as OXTR agonist -1.2, OXTR potentiate 1, GalR3 antag -3 and V1aR counter 0.8.
CCN(CC(=O)Nc1c(F)cccc1F)C(=O)CCCc1cccs1 was read as OXTR agonist -0.7, OXTR potentiate -2, GalR3 antag -7 and V1aR counter -0.1.
`CCOC(=O)c1oc2nc(CC(C)C)c3c(c2c1N)CCCC3` gave MEKK2mut PB1 HTS -2, OXTR agonist -2.5, OXTR potentiate 2, NALP1 yeast inh 24, GPR7 antag -1, MEKK2 WT-MEK5 99, GalR3 antag -7, V1aR counter -1.5 and M18AAP inhibitor 0.
For Cc1ccc(NC(=O)c2ccc(OC(=O)CCN3C(=O)c4ccccc4C3=O)cc2)cc1 the results were MEKK2mut PB1 HTS -3, OXTR agonist -0.1, OXTR potentiate -5, NALP1 yeast inh 28, GPR7 antag 3, MEKK2 WT-MEK5 96, GalR3 antag -4, V1aR counter 0.3 and M18AAP inhibitor -4.
For CCOc1ccc(CCNC(=O)COC(=O)COc2ccc(C(=O)CC)cc2)cc1OCC the results were OXTR agonist 0.4, OXTR potentiate -6, GalR3 antag 3 and V1aR counter 2.1.
CCN(CC)C(=O)c1ccc(COc2ccccc2Br)o1 was read as MEKK2mut PB1 HTS 3, OXTR agonist -0.4, OXTR potentiate -13, NALP1 yeast inh 16, GPR7 antag 3, MEKK2 WT-MEK5 102, GalR3 antag -3, V1aR counter 3.5 and M18AAP inhibitor 1.
CN(Cc1ccccc1)S(=O)(=O)c1ccc(Cl)c(C(=O)NCc2ccncc2)c1 was read as OXTR agonist 5.1, OXTR potentiate -8, GalR3 antag 0 and V1aR counter 5.0.
For O=C(COc1ccccc1-c1ccccc1)N/N=C/c1cccc2ccccc12 the results were MEKK2mut PB1 HTS 2, OXTR agonist -0.5, OXTR potentiate -16, NALP1 yeast inh 10, GPR7 antag 2, MEKK2 WT-MEK5 104, GalR3 antag 0, V1aR counter 0.2 and M18AAP inhibitor 7.
For O=C(CCn1nnc2ccccc21)N1CCC(O)(c2cccc(F)c2)CC1 the results were MEKK2mut PB1 HTS 8, OXTR agonist -1.5, OXTR potentiate -1, NALP1 yeast inh -28, GPR7 antag -7, MEKK2 WT-MEK5 117, GalR3 antag -4, V1aR counter -1.1 and M18AAP inhibitor 4.
Screening O=C(NCCC1=CCCCC1)C1CCN(S(=O)(=O)c2cccc3cccnc23)CC1 returned MEKK2mut PB1 HTS 6, OXTR agonist 0.3, OXTR potentiate -3, NALP1 yeast inh 26, GPR7 antag 3, MEKK2 WT-MEK5 112, GalR3 antag 0, V1aR counter 2.8 and M18AAP inhibitor 7.
